TIM10 inh: inhibits growth of TIM10 yeast strain | S. cerevisiae TIM10 strain growth, BacTiter-Glo luminescence, 24 h | inhibition, % at 10 µM | 330,000 compounds, 1.4% hits;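 active means inhibition of 40% or more at the single tested concentration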;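 further: wild-type TIM10 isogenic control strain grown at permissive 25 °C; 0% = DMSO yeast wells and 100% = minimal medium wells without yeast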
697 NFkB inh: inhibitors of the PMA/ionomycin-induced NF-kB reporter in 697 B cells | inhibition, % at 4 µM | 697 B-cell NF-kB luciferase reporter, 16 h | AID 435022 | 330,000 compounds, 0.33% hits; in the data active means inhibition above about 35%
CHOP UPR activ: activators of apoptotic arm of unfolded protein response (CHOP); CHO-CHOP luciferase reporter, UPR activation, luminescence; percent of tunicamycin response over DMSO baseline; AID 449763; activation, % at 10 µM; 330,000 compounds, 0.34% hits;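 active means at 10 µM dose, activation of 40% or more, normalized to positive control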;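 further: 100% = tunicamycin at 10 µg/mL and 0% = DMSO alone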
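Test system: CHO CHOP reporter cells. Input: 500 CHO-CHOP cells per well. Medium: F12 with 10% FBS. Technique: luciferase luminescence. Measure: percent activation relative to tunicamycin control. Dosing: 10 µM compound, 0.5% DMSO. Timing: 16-18 h cell attachment, then 6 h compound exposure, 37 °C.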
Jurkat NFkB inh: lowers PMA/ionomycin-induced NF-kB signal in Jurkat cells | PMA/ionomycin-induced NF-kB luciferase reporter, luminescence | inhibition, % at 4 µM | 330,000 compounds, 0.53% hits | AID 435003; in the data active means inhibition above about 50%
Mdm2 MdmX PPI: human Mdm2/MdmX binding inhibition | 330,000 compounds, 3% hits | SaOS-2 split-luciferase Mdm2/MdmX complementation, luminescence | inhibition, % at 8 µM;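 active means inhibition of at least 50% at 8 µM in the primary screen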
Target sequence (O15151 whole entry, looked up): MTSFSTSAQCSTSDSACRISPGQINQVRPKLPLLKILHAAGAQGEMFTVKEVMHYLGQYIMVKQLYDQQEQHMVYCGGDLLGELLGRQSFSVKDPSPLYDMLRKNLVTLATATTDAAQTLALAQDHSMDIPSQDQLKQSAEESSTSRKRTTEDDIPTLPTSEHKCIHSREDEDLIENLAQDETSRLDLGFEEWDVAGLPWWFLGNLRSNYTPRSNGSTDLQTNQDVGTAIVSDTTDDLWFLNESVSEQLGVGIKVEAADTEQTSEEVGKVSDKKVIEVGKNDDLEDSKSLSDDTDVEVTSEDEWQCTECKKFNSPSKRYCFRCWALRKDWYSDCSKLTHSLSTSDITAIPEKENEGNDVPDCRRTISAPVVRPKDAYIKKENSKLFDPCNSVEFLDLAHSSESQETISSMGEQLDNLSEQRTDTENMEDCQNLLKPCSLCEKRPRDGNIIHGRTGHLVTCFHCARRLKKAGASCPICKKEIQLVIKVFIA
Target sequence (Q00987 whole entry, looked up): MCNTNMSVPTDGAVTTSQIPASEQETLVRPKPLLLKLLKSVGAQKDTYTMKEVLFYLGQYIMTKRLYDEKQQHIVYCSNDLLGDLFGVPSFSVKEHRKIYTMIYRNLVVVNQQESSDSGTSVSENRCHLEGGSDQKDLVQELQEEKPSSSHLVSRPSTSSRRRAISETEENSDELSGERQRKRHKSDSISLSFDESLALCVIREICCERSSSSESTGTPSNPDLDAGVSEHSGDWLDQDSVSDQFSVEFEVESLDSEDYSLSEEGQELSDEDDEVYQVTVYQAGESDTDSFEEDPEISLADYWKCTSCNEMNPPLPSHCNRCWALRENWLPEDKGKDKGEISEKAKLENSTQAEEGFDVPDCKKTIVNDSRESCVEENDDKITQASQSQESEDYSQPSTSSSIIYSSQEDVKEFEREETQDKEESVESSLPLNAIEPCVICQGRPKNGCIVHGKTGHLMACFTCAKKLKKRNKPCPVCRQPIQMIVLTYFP
tim23-1 inh: tim23-1 yeast growth inhibition. 330,000 compounds, 1.3% hits. S. cerevisiae tim23-1 growth, BacTiter-Glo luminescence, 24 h. inhibition, % at 20 µM;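 active means growth inhibition of the mutant yeast at or above 50%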;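 further: temperature-sensitive mutant grown at 25 °C; plate controls were DMSO-treated mutant yeast for no effect and medium wells lacking yeast for full effect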
tim10-1 inh: inhibits growth of tim10-1 mutant yeast. S. cerevisiae tim10-1 ts strain growth, BacTiter-Glo, 24 h. inhibition, % at 20 µM. 330,000 compounds, 2.2% hits;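 active means inhibition of at least 40%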;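 further: mutant grown at 25 °C; 0% = DMSO wells with yeast and 100% = wells holding no yeast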
XBP1 UPR activ: activators of adaptive arm of unfolded protein response (XBP1); AID 463104; activation, % at 20 µM; 330,000 compounds, 0.33% hits; CHO-XBP1 luciferase reporter, IRE1-XBP1 UPR activation, luminescence; percent of tunicamycin response, DMSO as zero;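 active means versus positive control, 20 µM dose yields 30% or more activation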;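 further: 100% = tunicamycin at 10 µg/mL and 0% = DMSO only wells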
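Test system: CHO-XBP1 luciferase reporter cells | Buffer or medium: Serum-containing F12 medium, 10% FBS | Schedule: 6 h compound exposure at 37 °C, 5% CO2 | Detection: Steady-Glo luciferase glow luminescence, 10 min after reagent addition | Read-out basis: Activation, % of tunicamycin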
* marks the source's active call; other numbers are inactive results. Rows were taken by chance; any-hit rate near 6.6%.

# | Compound | TIM10 inh | 697 NFkB inh | CHOP UPR activ | Jurkat NFkB inh | Mdm2 MdmX PPI | tim23-1 inh | tim10-1 inh | XBP1 UPR activ
1 | COC(=O)c1ccc(C(NC(=O)OCc2ccccc2)/C(F)=C/[C@@H](C)C(=O)O)cc1 (stereo partly drawn) | 3 | 14 | 0.8 | 13 | 1 | 20 | 4 | 0
2 | CCCOc1ccc(-c2c(C(=O)N/N=C/c3ccncc3)nnn2-c2nonc2N)cc1 | -3 | 27 | 8.6 | -4 | 18 | -1 | 5 | -2
3 | COc1ccc(Nc2nc(-c3cccs3)nc3ccccc23)cc1 | 26 | 11 | -0.1 | -6 | 29 | 44 | 37 | 1
4 | CC1CCN(S(=O)(=O)c2cn(C)c(=O)n(C)c2=O)CC1 | -5 | -16 | 1.0 | 8 | 11 | 11 | 0 | -2
5 | Brc1ccc2nc(N3CCCC3)sc2c1 | 0 | -160 | 2.4 | -139 | -170 | 11 | 22 | -2
6 | CC(Sc1nnc(CC(C)c2ccccc2)n1N)C(N)=O (stereo not drawn) | 0 | -3 | -1.8 | -15 | 35 | 9 | 12 | -2
7 | O=C(N/N=C/c1ccc([N+](=O)[O-])o1)c1cc(-c2ccncc2)nc2ccccc12 | 1 | 3 | 2.7 | -5 | 62* | 8 | 21 | 1
8 | COc1ccc(Cl)cc1S(=O)(=O)Nc1ccc2c(c1)n(C)c(=O)n2C | -10 | 17 | 0.6 | -4 | 49 | 13 | 12 | -8
9 | C(#CCN1CCC(Cc2ccccc2)CC1)COCCOCc1ccccc1 | -36 | -8 | 0.2 | -5 | 13 | -125 | -52 | -1
10 | COC(=O)C(Nc1nccs1)(OC)C(F)(F)F (stereo not drawn) | 13 | 2 | -0.3 | 15 | 12 | 4 | 1 | -1
11 | Cc1ccc(SCc2cc(-c3ccc(Cl)cc3)no2)cc1 | 2 | 6 | 3.0 | 8 | -25 | 10 | 5 | -2
12 | CCOC(=O)c1c(/N=C/N(C)C)sc(/C=N/Nc2ccccc2)c1-c1ccccc1Cl | 32 | 17 | 2.0 | 15 | 34 | 23 | 32 | 0
13 | O=C1ON=C(c2ccccc2)/C1=C/c1ccc(O)cc1 | 19 | 1 | 10 | 1 | 24 | 41 | 34 | 7
14 | COc1cc(CNC2CCCCC2OC)cc(OC)c1OC (stereo not drawn) | 10 | -2 | 0.9 | 1 | -4 | 10 | 6 | -2
15 | C[C@@]12CCC=C[C@H]1[C@H](c1ccc3ccccc3c1)N(Cc1ccccc1)C2=O | 13 | -14 | -0.5 | 13 | 43 | 12 | 52* | 0
16 | CCOC(=O)C1(Cc2ccc(Cl)cc2)CCN(C(=O)c2cscn2)CC1 | 17 | -29 | 3.1 | 8 | -3 | 29 | -13 | -2
17 | COc1ccc(C(=O)Oc2c(OC)cc(C(=S)N3CCOCC3)cc2OC)cc1 | -1 | -7 | 2.8 | 11 | -23 | 20 | 25 | -5
18 | CCOC(=O)N1CCN(c2c(NCCN3CCCCC3CC)c(=O)c2=O)CC1 (stereo not drawn) | 7 | 16 | -2.1 | 8 | 38 | -8 | -1 | -4
19 | COc1ccc(OC)c(NC(=O)COC(=O)Cc2ccsc2)c1 | 0 | -4 | 0.0 | 3 | -7 | 23 | 4 | -1
20 | COC(=O)c1ccc(NC(=S)N2CCCC2)cc1 | -15 | -1 | 2.2 | -5 | 13 | -10 | -2 | 1

The listing continues.
# | Compound | TIM10 inh | 697 NFkB inh | CHOP UPR activ | Jurkat NFkB inh | Mdm2 MdmX PPI | tim23-1 inh | tim10-1 inh | XBP1 UPR activ
21 | CCN(c1ccccc1)S(=O)(=O)c1cccc(C(=O)NCC(c2cccs2)N(C)C)c1 (stereo not drawn) | 5 | -10 | -0.8 | -12 | -6 | 18 | 17 | 0
22 | O=C(Cn1cc2c(n1)CCCC2)NCCCN1CCN(C2CCCCC2)CC1 | -3 | 17 | -0.9 | -2 | -7 | -1 | 3 | -2
23 | CCOC(=O)c1c(C)c(C(=O)NCc2ccco2)c(C)n1CC | 10 | 11 | -1.1 | 0 | 5 | -1 | 16 | -5
24 | Cn1c(=O)c2c(ncn2CC(=O)Nc2ccccc2)n(C)c1=O | -9 | 8 | 1.1 | -7 | 13 | -7 | -9 | -3
25 | CCC(CN(C)C)Oc1cc(NCc2ccccc2)c2ncn(C(C)C)c2c1 (stereo not drawn) | 3 | -33 | 0.3 | 7 | 2 | 11 | 12 | 4
26 | Cn1c(=O)c2cc(S(=O)(=O)NCCC(=O)NCCC3=CCCCC3)ccc2n(C)c1=O | -2 | 10 | -0.4 | 20 | 27 | 11 | 7 | 0
27 | COCc1ccc(C(=O)Nc2ccc(C(=O)O)cc2)o1 | 1 | -1 | -0.9 | -2 | -3 | 15 | -3 | 0
28 | CCCC(=O)c1c(C)c2ccccc2n1C | -14 | -3 | -0.1 | -15 | 14 | 7 | 18 | 0
29 | Nc1nnc(SCc2ccc(Cl)cc2)s1 | -13 | -19 | 0.0 | -24 | 0 | 7 | 1 | 4
30 | Cc1ccccc1CN(c1ccc(C(=O)NCCC2=CCCCC2)cc1)S(C)(=O)=O | 25 | -7 | -1.6 | -3 | -9 | 6 | 24 | 0
31 | Cc1ccc(OCC(O)CN2CCN(Cc3ccc4c(c3)OCO4)CC2)cc1C (stereo not drawn) | -27 | -17 | 3.1 | 5 | 11 | 17 | -20 | -1
32 | Cc1ccn2c(=O)c(NC(=O)c3ccc(Br)o3)c(C)nc2c1 | 2 | 4 | -0.6 | 1 | 17 | 9 | 13 | 0
33 | CCCNNC(=O)C(O)(c1cccc(C)c1)c1cccc(C)c1 | 14 | 1 | -1.2 | 0 | 10 | 15 | 5 | -3
34 | CCc1ccc(NC(=O)CCc2nnc3ccc(N4CCCC4)nn23)cc1 | 15 | -34 | 0.7 | -3 | 6 | 7 | -1 | 0
35 | Cc1cc(C)nc(NS(=O)(=O)c2ccc(N=NN(C)C)cc2)n1 | -6 | 7 | 0.7 | 7 | 15 | 4 | -7 | 0
36 | O=S1(=O)CCO[C@H]2Cc3ccccc3[C@H]2N1Cc1cccc(Cl)c1 | 19 | 4 | 0.2 | 8 | 24 | 42 | 20 | 0
37 | CC1(C)CC2C1CCC1(O)CC2(C)CCC1N(O)c1ccc(C(=O)NCCO)cn1 (stereo not drawn) | -7 | -8 | -0.6 | -13 | 9 | 9 | 5 | -5
38 | COc1cccc(OC)c1CN(C)C(=O)c1cnccc1C(F)(F)F | 8 | 3 | 0.1 | 4 | 18 | 11 | 11 | -1
39 | CCOP(=O)(c1ccc(N(C)C)cc1)C(O)c1ccccc1OC (stereo not drawn) | 8 | 17 | 1.0 | -1 | -24 | 11 | 8 | 0
40 | CC(C)[C@H](NC(=O)c1ccccc1F)C(=O)NNC(=O)c1cccs1 | 2 | 12 | 0.7 | 2 | -19 | -4 | -5 | -1

More structures:
# | Compound | TIM10 inh | 697 NFkB inh | CHOP UPR activ | Jurkat NFkB inh | Mdm2 MdmX PPI | tim23-1 inh | tim10-1 inh | XBP1 UPR activ
41 | COc1cccc(CNS(=O)(=O)c2ccc3c(c2)CCN3C(=O)C2CC2)c1 | -9 | -9 | -1.3 | -11 | 5 | 17 | -9 | -2
42 | CCC(Oc1ccc(F)cc1)C(=O)N1CCCCCCC1 (stereo not drawn) | 14 | 9 | -2.3 | 10 | 1 | 24 | 22 | -2
43 | COc1cccc(-c2cc(C(=O)Nc3c(C)nn(Cc4ccccc4)c3C)no2)c1 | 35 | -9 | 3.6 | 2 | -6 | 25 | 33 | -2
44 | O=C(NCCN1CCOCC1)c1ccccc1Cl | -3 | 5 | 0.1 | 4 | 26 | 8 | -1 | -3
45 | O=C(O)c1nn(-c2ccccc2-c2n[nH]c(=O)[nH]c2=O)c(=O)[nH]c1=O | -4 | -11 | 2.7 | 3 | 7 | -4 | -4 | -4
46 | CCCCn1c(CNC(C)=O)nc2ccccc21 | 0 | -8 | 0.5 | -2 | 17 | 14 | -10 | -2
47 | Cc1cccc(-c2nnc(-c3cccc(NC(=O)Cc4cccs4)c3)o2)c1 | 15 | -66 | 3.2 | -31 | 2 | 20 | -29 | 0
48 | Cc1cc(Br)ccc1OCCCCN1CCC(C)CC1 | -9 | 6 | 4.2 | 0 | 7 | 11 | -47 | -2
49 | C=CCN1C(=O)/C(=C\C=C2\N(C)c3ccccc3C2(C)C)SC1=S | 7 | -16 | 2.5 | 15 | -29 | 17 | 14 | -2
50 | CCCOc1ccc(N2C(=O)CC(SCC(N)C(=O)OCC)C2=O)cc1 (stereo not drawn) | 4 | 11 | 1.9 | -2 | -9 | 3 | 5 | -3
51 | Cc1ccc(/C=N/OC(=O)c2c(C)noc2-c2snnc2C)cc1 | 14 | -2 | 2.2 | 12 | 14 | 13 | 4 | -1
52 | COc1ccc(NC(=O)CCNS(=O)(=O)c2ccc3c(c2)CCC(=O)N3)cc1 | -10 | 14 | -1.2 | -18 | 4 | -9 | -21 | 3
53 | O=C(Cn1nnc(-c2ccc3c(c2)OCO3)n1)NCc1ccco1 | 12 | -13 | 2.3 | 0 | -6 | -1 | 11 | 1
54 | O=C(CSc1nnc(CNc2ccccc2)o1)N1CCN(C(=O)c2ccco2)CC1 | 8 | -17 | -1.7 | 15 | -23 | 11 | 9 | -1
55 | CC1(C)CC(=O)C(C(=O)c2ccccc2)C(=O)C1 | -11 | 14 | -0.7 | 2 | 17 | 10 | 23 | -1
56 | CCN1CCN(S(=O)(=O)c2cc(OCC(=O)NC3CCCCC3)c(C)cc2Cl)CC1 | 6 | -61 | -0.7 | 22 | 21 | 10 | 7 | -1
57 | C=CCn1c(SCC(=O)/C(C#N)=C(\C)N)nc2sc(CC)cc2c1=O | -11 | -28 | -0.9 | -8 | -4 | 17 | 15 | -1
58 | COc1cc(CNC2CCCC2)cc(Cl)c1OCc1ccc(F)cc1 | -41 | 4 | 1.2 | 21 | 48 | -78 | -10 | -1
59 | CCOC(=O)C1(CCOc2ccccc2)CCN(Cc2ccc(OCCO)cc2)CC1 | 10 | -29 | -1.9 | -11 | 10 | 17 | 14 | -3
60 | C#CCOCCOCCOCCNc1nc(OC)nc(N2CCN(C(=O)[C@H](CCC(=O)O)n3cc(C(N)CO)nn3)CC2)n1 (stereo partly drawn) | 5 | -3 | -1.4 | 10 | 24 | 19 | 22 | 5

New compounds follow.
# | Compound | TIM10 inh | 697 NFkB inh | CHOP UPR activ | Jurkat NFkB inh | Mdm2 MdmX PPI | tim23-1 inh | tim10-1 inh | XBP1 UPR activ
61 | CC(On1nnc2ccccc21)C(=O)N1CCN(Cc2ccccc2)CC1 (stereo not drawn) | 1 | 1 | 1.4 | -4 | -17 | 8 | 21 | -2
62 | CN(C(=O)CC1C(=O)NCCN1Cc1cccc(F)c1F)C1CCOCC1 (stereo not drawn) | -9 | 5 | 2.3 | 1 | 0 | 3 | -7 | -3
63 | Cc1ccc(CC(=O)N2CCN(S(=O)(=O)c3ccccc3)CC2)cc1C | 12 | -7 | 0.3 | -14 | 5 | 18 | 20 | -2
64 | O=C(Nc1cccc(-c2ccc(N3CCCCC3)nn2)c1)c1ccc(Br)o1 | 19 | -113 | -4.7 | -112 | -39 | 54* | 37 | -7
65 | CC(c1ccccc1)n1c(-c2cccs2)nc2c(c(=O)c3ccccc3n2C)c1=O (stereo not drawn) | 31 | 15 | -0.5 | 8 | 26 | 51* | -1 | 6
66 | CC(O)[C@H]1CNCCN1CCc1cccc2ccccc12 (stereo partly drawn) | -3 | -9 | -1.7 | 9 | 2 | 18 | 4 | 2

Bioassay records: PubChem, Sanford-Burnham Center for Chemical Genomics
